Source: PubChem (several laboratories)
HSF1 inh = HSF1 inhibitors in luciferase reporter cells, primary screen, cell-based, NIH3T3, luminescence; activity change, negative = inhibition, % at 7.5 µM (by protocol); actives 0.77% (n = 300,000); NIH3T3-HGL HSE-luciferase, MG132-induced, luminescence 8 h; hits give low values; AID 2098, 2009;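 active = more than half of replicate wells show activity change below -50%, luminescence cut by over half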;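 also: luciferase reports HSF-1 transcriptional activity via heat shock element; 0% = median of DMSO wells and -100% = zero luminescence signal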
HSF1 activator = HSF-1 activators, primary screen, NIH3T3-HGL cells, MG132 stress, luminescence, single point; NIH3T3-HGL HSF-1 luciferase reporter, 8 h; 100% = twice DMSO control signal; activation, % at 9 µM; actives 1.7% (n = 300,000); AID 504408, 2011;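 active = mean replicate activation of at least 50% with a set share of replicates each reaching 50%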;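 also: 0% = median of the neutral control wells and 100% = twice that signal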
Platelet DG rel = inhibitors of platelet dense granule secretion, primary screen, cell-based, MLPCN, human platelets; human platelet-rich plasma, SFLLRN dense granule ATP release, luminescence; inhibition, %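 (compounds screened at 7.5 µM in platelet-rich plasma)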; actives 0.22% (n = 300,000); AID 1663, 2009;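 active = mean replicate score, as percent of positive control, at or above 50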
PolyA inhibitor = polyadenylation inhibitors in yeast reporter cells, primary screen, luminescence, S. cerevisiae. actives 0.02% (n = 300,000). S. cerevisiae SKY197-pL101 polyadenylation reporter, beta-gal luminescence; efflux-impaired pdr1/pdr3 knockout yeast; score 100 = 6 SD above DMSO. AID 1875, 2009. calls only at 12 µM;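 active = lowest replicate activity score at least 50, where 100 means six control SD above control mean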;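 also: yeast exposed to compound for 9 h at 30 °C; higher score means more reporter readthrough which indicates perturbed polyadenylation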
AI-2 QS mod = Vibrio harveyi AI-2 quorum sensing modulators, primary screen, JMH597 strain, luminescence/OD600 ratio; activity change, % at 7.5 µM; Vibrio harveyi JMH597 AI-2 luminescence/OD600 ratio, 9 h; hits give low values; strain lacks LuxN and CqsS sensors; 0 = neutral-control median; AID 2094, 2009; actives 0.4% (n = 300,000); in the data active = activity change below about -75%, passing the limit was not always enough;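 also: luminescence divided by OD600 gain over 9 h not by final OD600 alone; inactives centre near 13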
Dyrk1A ADPGlo = rat Dyrk1A kinase inhibitors, primary screen, biochemical, single point, plate reader; Dual specificity tyrosine-phosphorylation-regulated kinase 1A (Rattus norvegicus), Q63470; ADP-Glo luminescence, NFATc1 peptide; inhibition, % at 12.5 µM; actives 0.43% (n = 310,000); AID 504441, 2011; in the data active = inhibition above about 50%;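 also: plate controls were vehicle with enzyme for no effect and no enzyme for full effect; many of its hits are not listed in these tables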
GSK3B inh = human GSK3beta kinase inhibitors, primary screen, biochemical, cell-free homogeneous, HTS; AID 2097, 2009; activity score (negative = inhibition), % at 10 µM; GST-GSK3beta kinase, ADP-Glo luminescence, 60 min; hits give low values; actives 0.038% (n = 300,000);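 active = more than half of replicate wells score below -50%, meaning over 50% inhibition versus plate controls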;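 also: 0% = median DMSO wells and -100% = median GW8510 positive control wells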
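Test system: GST-tagged human GSK3beta kinase, cell-free; evaluation: activity score scaled between in-plate DMSO and GW8510 controls; measured by: ADP-Glo luminescence; incubation: 60 min reaction, RT; benchmarks: DMSO and 20 µM GW8510; reagent: peptide substrate plus 25 µM ATP (final); medium: Tris/MgCl2 kinase buffer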
GSK3 alpha inh = blockers of GSK3A enzyme activity – biochemical, luminescence, cell-free homogeneous, HTS, primary screen | Glycogen synthase kinase-3 alpha (Homo sapiens), P49840 | inhibition, % at 10 µM | AID 2650, 2010 | GSK-3 alpha kinase, ADP-Glo luminescence, 60 min | actives 0.1% (n = 320,000);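 in the data active = inhibition above about 50%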;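 also: GST-tagged GSK-3 alpha with peptide substrate and 25 µM ATP; 0% = DMSO neutral wells and 100% = GW8510 positive control wells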
Target sequence (P49840 whole entry, looked up): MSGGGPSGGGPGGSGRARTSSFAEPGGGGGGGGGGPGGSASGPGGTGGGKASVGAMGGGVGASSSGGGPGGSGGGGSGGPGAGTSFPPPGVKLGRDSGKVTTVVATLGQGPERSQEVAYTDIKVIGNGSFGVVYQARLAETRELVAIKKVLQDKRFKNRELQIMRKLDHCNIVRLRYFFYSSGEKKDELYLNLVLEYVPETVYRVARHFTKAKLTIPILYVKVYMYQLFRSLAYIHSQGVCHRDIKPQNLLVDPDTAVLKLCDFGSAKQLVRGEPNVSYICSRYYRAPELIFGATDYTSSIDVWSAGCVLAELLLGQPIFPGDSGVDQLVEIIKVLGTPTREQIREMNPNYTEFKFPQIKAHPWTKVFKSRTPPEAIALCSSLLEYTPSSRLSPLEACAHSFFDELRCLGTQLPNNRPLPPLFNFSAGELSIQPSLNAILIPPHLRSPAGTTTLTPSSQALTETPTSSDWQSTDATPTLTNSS
HDAC3 inhib = HDAC3 deacetylase inhibitors, primary screen, biochemical, fluorescence, cell-free homogeneous; Histone deacetylase 3 (Homo sapiens), O15379; recombinant HDAC3, fluorogenic peptide/trypsin coupled; actives 0.15% (n = 320,000); AID 2718, 2010; inhibition, % at 8.3 µM; in the data active = inhibition above about 26%, passing the limit was not always enough
Target sequence (O15379 whole entry, looked up): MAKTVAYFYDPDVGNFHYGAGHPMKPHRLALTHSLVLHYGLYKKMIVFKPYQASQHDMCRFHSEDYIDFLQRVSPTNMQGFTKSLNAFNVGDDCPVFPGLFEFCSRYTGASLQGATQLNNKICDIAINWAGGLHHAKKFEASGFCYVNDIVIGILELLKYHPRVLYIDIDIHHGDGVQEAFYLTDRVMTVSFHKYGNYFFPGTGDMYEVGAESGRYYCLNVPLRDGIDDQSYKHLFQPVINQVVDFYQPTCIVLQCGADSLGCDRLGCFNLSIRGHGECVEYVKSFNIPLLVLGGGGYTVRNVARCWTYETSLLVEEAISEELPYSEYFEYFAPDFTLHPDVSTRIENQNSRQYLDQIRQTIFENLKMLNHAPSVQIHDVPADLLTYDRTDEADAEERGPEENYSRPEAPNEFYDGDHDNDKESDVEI
HSP90 refold inh = HSP90 inhibitors, primary screen, cell lysate, luminescence | Heat shock protein HSP 90 (rabbit reticulocyte lysate; luciferase refolding) | Rabbit reticulocyte lysate, luciferase refolding luminescence, 3 h | inhibition, % at 5.6 µM | actives 0.91% (n = 290,000) | AID 1789, 2009;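 active = inhibition above the screen-wide mean plus 3 SD, computed separately per campaign, cut at about 16% in these data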;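 also: 0% = DMSO wells and 100% = 60 µM geldanamycin wells; inhibitors lower the luminescence because luciferase stays unfolded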
Active calls of the source: *; i = inactive; / = not tested or not shown. An excerpt; the hit share may differ from the screen's.

SMILES	HSF1 inh	HSF1 activator	Platelet DG rel	PolyA inhibitor	AI-2 QS mod	Dyrk1A ADPGlo	GSK3B inh	GSK3 alpha inh	HDAC3 inhib	HSP90 refold inh
CCOc1ccc(C(=O)NCc2cccnc2)cc1[N+](=O)[O-]	-8.2	-4.1	6.3	i	9.9	5.2	-0.2	-2.4	0.2	3.2
Cc1ccc2cc(/C=N/NC(=O)c3ccccc3[N+](=O)[O-])c(Cl)nc2c1	5.9	-10.2	-5.7	i	12.1	2.4	-0.8	-3.0	2.2	1.1
O=c1nccc(Nc2ccccc2)[nH]1	1.2	11.5	-3.8	i	9.4	16.8	3.2	0.1	3.1	-2.5
COc1ccc(-c2nn(CC(=O)NCCc3ccccc3)c(=S)n2C)cc1	0.2	3.1	-19.4	i	24.6	-1.2	-0.2	-3.2	1.6	-0.5
O=[N+]([O-])c1ccc(N2N=C(c3ccccc3)CC2c2ccccc2O)cc1 (centres undefined)	6.4	0.7	6.0	i	69.8	-1.0	-1.8	0.2	7.8	3.8
COc1ccc(-c2nc3n(c(=O)c2C#N)CCS3)c(OC)c1	-2.0	-10.0	0.0	i	4.1	0.1	1.7	-2.3	2.0	-3.3
CC(C)n1cc(NC(=O)C2CC(c3cccc(Br)c3)=NO2)cn1 (centres undefined)	-2.1	5.6	1.0	i	4.9	-6.1	4.7	-19.8	2.2	3.0
Cc1nc2ccccn2c1C(=O)N=Nc1c(O)[nH]c2ccccc12	12.8	18.7	7.1	i	13.5	-8.9	-0.9	4.3	-1.9	1.3
CCCCS(=O)(=O)N1CCN(S(=O)(=O)c2ccc(Cl)s2)CC1	-0.4	-5.0	9.0	i	12.5	-8.2	-0.6	0.7	-3.2	-2.3
O=c1c(Cl)c(NCCO)ncn1-c1ccccc1	-5.4	-0.8	1.2	i	26.2	6.7	2.3	-1.3	-7.4	-1.9
CCOC(=O)C1(CCOc2ccccc2)CCN(Cc2ccc(OC)c(O)c2)CC1	-0.4	8.2	-23.4	i	2.8	-2.3	1.3	-1.1	-0.6	-0.7
O=C(CSc1nnc(Cc2ccccc2)n1-c1ccccc1)N1CCOCC1	-7.7	-11.5	-3.9	i	15.5	0.7	1.0	-2.1	-1.4	1.2
O=c1cc(-c2ccccc2)nc2nc[nH]n12	10.3	-9.5	4.0	i	-0.6	45.3	1.3	-3.5	7.7	0.2
COCCCNC(=O)/C=C/c1ccc(Cl)cc1	-12.7	-33.3	5.4	i	23.7	2.4	-1.1	-2.8	3.9	0.3
COC(=O)c1cc(NC(=O)Cc2ccccc2[N+](=O)[O-])ccc1Cl	5.2	-11.7	0.9	i	2.2	0.3	-0.8	0.8	-2.4	1.8
C/C=C/c1ccc(OCCCNCC(C)O)c(OC)c1 (centres undefined)	-0.9	6.9	-0.6	i	18.4	15.6	0.9	0.1	1.7	5.9
Cn1c(CCNS(=O)(=O)c2ccc(F)cc2)nnc1SCc1cccnc1	-0.6	16.3	-0.4	i	9.8	0.9	-2.3	-1.5	2.6	2.2
Cc1cc(=O)oc2c3c(cc(OCC(=O)NCCN4CCOCC4)c12)OC(C)(C)CC3	3.3	-3.9	8.2	i	13.0	23.8	2.0	-0.9	-99.7	-3.5
CC(=O)n1cc([C@@H]2C=C(C(=O)N3CCN(C)CC3)O[C@H](OCc3ccc(CO)cc3)C2)c2ccccc21	-4.9	11.8	1.1	i	4.1	7.7	-0.2	-3.7	-4.8	/
COC(=O)c1sc(S(=O)(=O)Nc2ccc3cn[nH]c3c2)c(C(=O)OC)c1C	-4.9	0.1	1.6	i	3.9	5.2	6.0	-3.7	3.9	0.4
CCc1cc(Cn2nc(-c3ccccc3)cc2C(=O)NCc2ccccc2OC)on1	12.9	37.1	0.4	i	27.3	-2.4	0.0	-3.6	7.9	/
COc1ccc(-c2nnc(SCc3cc(C)cc(C)c3)o2)cc1	-3.7	20.3	2.3	i	25.3	1.0	1.7	-2.2	2.7	-4.8
CN1CCN(C2=NCCO2)CC1	0.6	-3.4	10.1	i	20.0	-0.2	0.0	-4.5	3.2	0.8
CC1(C)CC(NNCCC#N)=CC(=[N+]2CCCC2)C1	-3.4	1.6	-2.5	i	2.2	-6.1	2.0	-5.5	5.0	5.8
O=C(COc1ccccc1)NCCSCc1ccco1	1.4	1.5	-7.0	i	8.6	9.7	4.0	-2.8	5.4	-1.6
Cc1nc2cc(C(=O)NCc3ccc4c(c3)OCO4)ccc2n1-c1ccc(Br)cc1	-0.9	5.6	-6.7	i	7.6	26.6	0.5	0.6	2.2	2.2
CCNC(=O)/C(=C/c1cccc([N+](=O)[O-])c1)NC(=O)c1ccc(C)cc1	8.5	9.3	3.4	i	6.7	2.0	1.3	-1.3	-2.5	-1.1
CCc1nnc(NC(=O)CSc2nc(C)c3c(c2C#N)CCCC3)s1	-45.0	-55.4	11.2	i	4.7	-5.0	-4.4	-0.8	2.1	20.8*
CC(C)(C)c1ccc(S(=O)(=O)O/N=C2/CCCCC2c2ccc([N+](=O)[O-])cc2[N+](=O)[O-])cc1 (centres undefined)	25.4	38.7	3.9	i	32.3	-4.0	-2.2	2.5	-1.6	-3.6
Cc1ccc(-c2cc(C(=O)OCC(=O)N(C)C3CCS(=O)(=O)C3)c3ccccc3n2)c(C)c1 (centres undefined)	-1.0	-0.4	0.0	i	23.9	2.2	2.6	-0.3	1.0	2.7

HSP90 refold inh: hit marks shown above.
SMILES	HSF1 inh	HSF1 activator	Platelet DG rel	PolyA inhibitor	AI-2 QS mod	Dyrk1A ADPGlo	GSK3B inh	GSK3 alpha inh	HDAC3 inhib	HSP90 refold inh
CCc1nnc(NC(=O)CSc2nc(C)c3c(c2C#N)CCCC3)s1	-45.0	-55.4	11.2	i	4.7	-5.0	-4.4	-0.8	2.1	20.8*

Remaining list, next part.
SMILES	HSF1 inh	HSF1 activator	Platelet DG rel	PolyA inhibitor	AI-2 QS mod	Dyrk1A ADPGlo	GSK3B inh	GSK3 alpha inh	HDAC3 inhib	HSP90 refold inh
CCc1ccc(C2C(=O)c3ccccc3C2=O)cc1	1.5	16.0	-0.9	i	16.4	/	-2.2	0.0	4.4	/
O=[N+]([O-])c1ccc(C(O)C(CO)NC(=S)Nc2ccccc2)cc1 (centres undefined)	-2.0	0.0	-15.1	i	/	-4.8	-1.8	-1.7	-12.7	-5.6
CC(Oc1cc(-c2ccccc2)cc2ccccc12)C(=O)N1CCOCC1 (centres undefined)	13.0	23.7	-1.5	i	8.9	2.8	-2.2	2.5	-6.5	5.5
Cc1nn(-c2cccc(C(F)(F)F)c2)c(=O)c2ccccc12	-3.6	22.2	-7.4	i	26.8	0.5	1.3	0.2	-2.5	-3.1
O=C(CSc1nnc(Cc2ccccc2)o1)NC1CCCCC1	1.4	-5.3	-2.1	i	11.6	-1.0	-3.9	1.0	-4.3	4.7
CCCCNC(=O)c1c(CSc2ccc(Cl)cc2)noc1C(=O)NCc1ccccc1	6.2	-2.0	-5.2	i	6.8	13.6	-0.1	-2.3	1.1	/
CC(C)Oc1cccc(C(=O)C2CCCN(C(=O)CCn3cnnn3)C2)c1 (centres undefined)	0.2	14.1	9.0	i	14.0	-3.5	0.9	1.7	0.6	1.7
CCOc1ccc(Nc2nc3cc(S(=O)(=O)CC)ccc3o2)cc1	-5.8	9.7	0.0	i	-2.6	-1.6	-4.2	-0.1	2.7	-3.7
CCCCCCN(C(=O)CCCCCN1C(=O)NC(c2ccc(-c3ccccc3)cc2)C(C(=O)OCc2ccccc2)=C1C)C(C(=O)NCCCC)c1ccc(O)c(C(=O)OC)c1 (centres undefined)	2.1	-4.6	-0.9	i	-4.6	/	-3.2	/	/	/
CCOC(=O)c1[nH]ncc1CN1CCCC(C(=O)c2ccc(OC)c(OC)c2)C1 (centres undefined)	-9.9	0.6	3.8	i	6.4	-4.4	-1.4	-4.4	-1.1	3.6
CC(C)CN1C=C2C(=O)C(C)(OC(=O)CCc3ccccc3)C(=O)C=C2C=C1c1ccc(C#N)cc1 (centres undefined)	3.8	1.2	4.0	i	27.8	0.0	1.2	3.7	-6.2	/
O=C1N(CCCN2C(=O)C3(OCCO3)c3ccccc32)c2ccccc2C12OCCO2	-6.7	2.7	-1.8	i	10.1	-4.4	0.6	0.4	-2.2	-5.2
CC(=O)c1ccc(N2CCN(C(=O)Cc3ccccc3)CC2)c(F)c1	-33.4	-41.3	-4.2	i	21.0	0.5	2.1	-0.6	-0.6	-1.4
CCN(CC)S(=O)(=O)c1cccc(C(=O)Nc2nncs2)c1	-7.9	-13.1	-1.4	i	26.1	5.5	1.4	0.1	11.2	1.6
CC(=O)N1CCN(c2cccc(C)c2C)CC1	-2.4	6.2	0.5	i	18.2	-1.2	-0.9	-2.1	2.5	2.5
O=C(c1ccc(Cl)cc1[N+](=O)[O-])N1CCN(c2ccccn2)CC1	-1.3	7.3	1.6	i	12.5	2.8	-0.9	-5.6	5.1	0.1
CCOc1ncccc1C(=O)Nc1cccc(-c2nc3cccnc3s2)c1	4.6	12.2	-15.2	i	13.6	24.8	-0.3	-0.2	-11.6	0.0
Cc1cc(C(=O)NNC(=S)Nc2ccccc2C)cs1	9.6	17.3	9.7	i	4.3	3.3	18.4	0.6	9.3	1.7
Cc1ccc(/C=N/n2c(-c3ccco3)n[nH]c2=S)cc1	-10.1	-4.6	0.8	i	13.2	/	1.3	-0.3	5.4	5.6
CCC(C)NC(=O)CS(=O)(=O)Cc1nc(-c2cccc(OC)c2)oc1C (centres undefined)	-5.0	-4.0	23.1	i	7.3	7.8	-1.3	0.1	-7.3	1.3
Cn1c(=NC(=O)CS(=O)(=O)c2ccccc2)sc2cc([N+](=O)[O-])ccc21	0.7	14.2	1.8	i	19.8	-1.5	-3.0	-1.4	0.6	/
CC(=O)Nc1ccc(Nc2ncc([N+](=O)[O-])c(Nc3ccc(NC(C)=O)cc3)n2)cc1	3.0	-1.4	0.6	i	6.3	0.9	0.8	1.6	1.3	-4.4
COc1ccc(C2C(C(=O)NCc3ccccn3)c3cc(OC)c(OC)cc3C(=O)N2C)cc1 (centres undefined)	/	/	/	/	/	5.7	/	-0.1	21.0	2.9
